Screening results: PubChem BioAssay, National Center for Advancing Translational Sciences (NCATS)
USP1 inh: USP1/UAF1 (human) deubiquitinase inhibition; AID 743255; 390,000 compounds, 0.23% hits; recombinant USP1/UAF1, Ub-Rhodamine cleavage fluorescence; Potency, µM (top dose mostly 57.1 µM), for inactives: at the top dose activity change, negative = inhibition, hits mostly inhibitors; O94782; also: potency is read from the fitted curve at half-maximal effect; % is scaled to controls: 0 for no effect and ±100 for the full control effect; nearly all actives have a fitted effect of over 60% in size; inactives centre near -12
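1 nM enzyme complex + cpd, 15 min RT; start with Ub-Rho 150nM final; kinetic fluorescence ex 480/em 540, 6 reads q60 s. Buffer 50mM HEPES pH 7.8, 0.5mM EDTA, 0.1 mg/ml BSA, 1mM TCEP, 0.01% Tween-20.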
TrxR1 substrate: is turned over as a substrate by rat TrxR1. purified TrxR1 substrate turnover, NADPH consumption readout. Potency, µM (titrated, usually from 114 µM), for the others: top-dose activity change, negative = substrate turnover. 390,000 compounds, 0.01% hits. AID 588456; also: potency is read from the fitted curve at half-maximal effect; % is scaled to controls: 0 for no effect and ±100 for the full control effect; nearly all actives have a fitted effect of over 50% in size
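Rat TrxR1, dispensed at 90 nM, was prereduced with 400 uM NADPH (final) for 5 min at ~22 deg C, then incubated with compound 15 min before 400 uM selenite. A first-read NADPH fluorescence drop versus no-compound background flagged substrates.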
Vif-APOBEC3F blk: inhibitors of Vif-A3F interaction | 390,000 compounds, 0.2% hits | AID 602313 | Potency, µM (doses to about 46.1 µM), for the others: top-dose activity, negative = active | HeLa A3F-eYFP + Vif (tagged APOBEC3F with the HIV-1 protein that degrades it), YFP fluorescence increase; also: potency is read from the fitted curve at half-maximal effect; % of control where 0% means no effect; nearly all actives have a fitted effect of over 65% in size
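Fluorescence increase (Ex 488/Em 500-530) after overnight compound treatment at 37 deg C flags inhibition of Vif-driven A3F-eYFP loss in stable HeLa A3F-eYFP/Vif cells seeded overnight beforehand.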
Vif-A3G inh: inhibitors of Vif-APOBEC3G interaction; Q9HC16; HeLa A3G-eYFP + Vif (tagged APOBEC3G with the HIV-1 protein that degrades it), YFP fluorescence, overnight; Potency, µM (top dose mostly 46.1 µM), for inactives: at the top dose activity, negative = active, actives largely listed as inhibitors; 410,000 compounds, 0.076% hits;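 also: potency is read from the fitted curve at half-maximal effect; % is scaled to controls: 0 for no effect and ±100 for the full control effect; nearly all actives have a fitted effect of over 60% in size; hits raise eYFP signal because A3G escapes Vif-driven loss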
Target sequence (Q9HC16 whole entry, looked up): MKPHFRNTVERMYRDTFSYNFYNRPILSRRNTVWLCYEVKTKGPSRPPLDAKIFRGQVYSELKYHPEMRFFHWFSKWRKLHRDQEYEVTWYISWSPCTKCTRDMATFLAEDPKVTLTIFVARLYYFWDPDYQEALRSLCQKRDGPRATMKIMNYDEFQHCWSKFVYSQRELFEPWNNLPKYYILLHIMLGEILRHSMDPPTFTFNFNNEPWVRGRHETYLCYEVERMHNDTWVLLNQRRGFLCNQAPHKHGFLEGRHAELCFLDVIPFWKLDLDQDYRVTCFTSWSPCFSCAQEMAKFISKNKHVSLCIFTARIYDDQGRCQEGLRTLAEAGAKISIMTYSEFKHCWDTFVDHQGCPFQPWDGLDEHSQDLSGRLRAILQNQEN
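Read-out is eYFP fluorescence (Ex 488/Em 500-530) from Vif-expressing HeLa A3G-eYFP cells; more signal means A3G escaped Vif-mediated degradation. Cells plated overnight, compound pinned in, incubated overnight at 37 deg C.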
GRP78 ERSR act: induces the endoplasmic reticulum stress response in human glioma cells; U87-MG GRP78 promoter luciferase reporter, 16 h; Potency, µM, for the others: at the highest dose activation, actives largely listed as activators; 420,000 compounds, 0.02% hits; AID 602332; also: potency is read from the fitted curve at half-maximal effect; series mostly up to about 76 µM; % of control where 0% means no effect; nearly all actives have a fitted effect of over 35% in size
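Stably transfected U87-MG glioma cells carrying a GRP78-based luciferase sensor; 16 h compound incubation. Luminescence end-point read 10 min after Bright-Glo addition at room temperature.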
RXFP1 agonist: activates the human relaxin receptor RXFP1 | HEK293T-RXFP1 cAMP TR-FRET, 30 min; response scale: percent of porcine relaxin response, buffer zero | Potency, µM (highest dose often 57.5 µM), for the others: top-dose activation, most hits filed as activators | 370,000 compounds, 0.3% hits | AID 2676; also: potency is read from the fitted curve at half-maximal effect; % is scaled to controls: 0 for no effect and ±100 for the full control effect; nearly all actives have a fitted effect of over 60% in size; many of its hits are not listed in these tables
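HEK293 cells stably expressing RXFP1, treated 30 min at 37C with compounds plus PDE4 inhibitor Ro 20174; cAMP measured by HTRF TR-FRET. Normalized to buffer and 29 nM porcine relaxin; EC50 by Hill fit.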
PI4K2A block: PI4K2A (human) kinase inhibition | Q9BTU6 | purified PI4K2A, ADP-Glo luminescence, 1 h; stronger effect = lower value | activity change, negative = inhibition, % at 76.9 µM | 420,000 compounds, 0.13% hits; in the data active = activity change below about -50%; inconclusive = mostly about -30% to -49%;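 also: -100% = wells without enzyme as full effect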
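Compounds are screened against recombinant PI4K2A using PI as substrate and ATP, the latter dispensed at 300 microM. Reactions run one hour at ambient temperature before ADP-Glo detection; full inhibition defined by wells lacking enzyme.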
LDHA inh: inhibitors of human lactate dehydrogenase A; 480,000 compounds, 0.15% hits; activity change, % (values are at about 110 or 230 µM); purified LDHA, NADH/diaphorase-resazurin fluorescence; stronger effect = lower value; P00338; in the data active = activity change below about -30%; inconclusive = mostly about -25% to -30%;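 also: plate controls were DMSO wells for no effect and wells without enzyme for full effect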
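Human LDH5 at 2 nM final in Tris HCl pH 7.4 with 0.06 mM NADH and 0.2 mM pyruvate, reacted 5 minutes at room temperature. Remaining NADH coupled via diaphorase/resazurin; resorufin fluorescence read at 0 and 20 minutes, normalized to enzyme-free and DMSO wells.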
IDH1 R132H inh: human IDH1 R132H inhibition. IDH1-R132H enzyme, NADPH consumption, diaphorase/resazurin fluorescence. O75874. Potency, µM (doses to about 76.6 µM), for inactives: at the top dose activity change, negative = inhibition, hits mostly inhibitors. 390,000 compounds, 0.093% hits; also: potency is read from the fitted curve at half-maximal effect; % is scaled to controls: 0 for no effect and ±100 for the full control effect; nearly all actives have a fitted effect of over 65% in size
Target sequence (O75874 whole entry R132H, stated change not applied): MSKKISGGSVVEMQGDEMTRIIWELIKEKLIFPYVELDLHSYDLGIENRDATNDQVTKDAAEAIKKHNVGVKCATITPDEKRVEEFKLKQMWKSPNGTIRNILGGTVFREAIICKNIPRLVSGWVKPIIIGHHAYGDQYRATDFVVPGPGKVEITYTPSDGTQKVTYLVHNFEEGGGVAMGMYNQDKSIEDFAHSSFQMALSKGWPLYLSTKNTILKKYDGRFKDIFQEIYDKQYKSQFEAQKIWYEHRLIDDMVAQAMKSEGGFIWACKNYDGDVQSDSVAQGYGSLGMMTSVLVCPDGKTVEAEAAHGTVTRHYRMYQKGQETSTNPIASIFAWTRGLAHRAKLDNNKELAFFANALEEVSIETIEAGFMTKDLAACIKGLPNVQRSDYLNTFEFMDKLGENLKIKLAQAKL
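IDH1-R132H (0.5 ug/mL) preincubated 30 min with compound, then NADPH (0.016 mM) and alpha-KG (2 mM) added; 80 min at RT, pH 7.5. Remaining NADPH coupled via diaphorase/resazurin to fluorescence (540/590 nm); concentration-response curves normalized to no-enzyme control.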
Starred values were filed as active, the others as inactive; ? = inconclusive; · = no result given; & = joins results of further samples; [ ] = dose if it differs, or a comment. Unless noted, calls follow the shape of the dose curve; as a rule, active = well fitted curve in the direction sought with a large enough effect; inconclusive = small, poorly fitted or top-dose-only effect, or another doubt; inactive = no such curve, though single readings can be large; an effect the other way counts as inactive or inconclusive.

SMILES	USP1 inh	TrxR1 substrate	Vif-APOBEC3F blk	Vif-A3G inh	GRP78 ERSR act	RXFP1 agonist	PI4K2A block	LDHA inh	IDH1 R132H inh
CC1CCc2nc(N)c(C#N)c(-c3cccnc3)c2C1 (stereo not drawn)	-17%	11%	4%	3%	-2%	0.4%	5	5	-1%
Cc1ccc(NC(=O)CSc2nnc(-c3cnccn3)n2C)cc1C	-12%	-3%	1%	0%	1%	10%	0	-1	6%
CCOC(=O)CSc1nc(C)c(C(=O)OCC)s1	-1%	-5%	1%	-7%	-4%	0.0%	-2	1	6%
NC(=O)c1noc(C(=O)N(CC(=O)NC2CCCC2)Cc2ccc3c(c2)OCO3)c1N	-18%	7%[57.1 µM]	-9%	1%	-7%	2.6%	-6	-11	1%
Cc1cc(=O)[nH]c(=S)[nH]1	?	7%	-2%	-5%	-4%&-3%	2.4%	1&1	-7	-3%
O=C(COC(=O)COc1ccccc1[N+](=O)[O-])NC1CCCC1	-10%	5%	-3%	-6%	4%	3.6%	5	1	3%
COc1ccc(Nc2oc(-c3ccc(F)cc3)nc2C#N)cc1	-11%	20%	7%	-11%	7%	3.1%	0	-8	-4%
CCn1c(SCC(=O)N2CCCCCC2)nc2c(c1=O)SCC2	-1%	-12%	4%	1%	-6%	1.7%	3	-4	-1%
COc1ccc(C(=O)/C=C/c2cn(CC(O)CN3CCc4ccccc43)c3ccccc23)cc1OC (stereo not drawn)	-12%	-2%	-1%	0%	-2%	-0.1%	-3	1	-3%
CC(=O)c1ccc(S(=O)(=O)Nc2ccc(C(=O)N(C)CC(=O)Nc3cccc(C)c3C)cc2)cc1	-9%	-6%	-8%	0%	-4%	0.0%	-11	-2	-9%

Quoted from the results shown for reference:
SMILES	USP1 inh	TrxR1 substrate	Vif-APOBEC3F blk	Vif-A3G inh	GRP78 ERSR act	RXFP1 agonist	PI4K2A block	LDHA inh	IDH1 R132H inh
CC1CCc2nc(N)c(C#N)c(-c3cccnc3)c2C1 (stereo not drawn)	-17%	11%	4%	3%	-2%	0.4%	5	5	-1%
Cc1ccc(NC(=O)CSc2nnc(-c3cnccn3)n2C)cc1C	-12%	-3%	1%	0%	1%	10%	0	-1	6%
CCOC(=O)CSc1nc(C)c(C(=O)OCC)s1	-1%	-5%	1%	-7%	-4%	0.0%	-2	1	6%
NC(=O)c1noc(C(=O)N(CC(=O)NC2CCCC2)Cc2ccc3c(c2)OCO3)c1N	-18%	7%[57.1 µM]	-9%	1%	-7%	2.6%	-6	-11	1%
Cc1cc(=O)[nH]c(=S)[nH]1	?	7%	-2%	-5%	-4%&-3%	2.4%	1&1	-7	-3%
O=C(COC(=O)COc1ccccc1[N+](=O)[O-])NC1CCCC1	-10%	5%	-3%	-6%	4%	3.6%	5	1	3%
COc1ccc(Nc2oc(-c3ccc(F)cc3)nc2C#N)cc1	-11%	20%	7%	-11%	7%	3.1%	0	-8	-4%
CCn1c(SCC(=O)N2CCCCCC2)nc2c(c1=O)SCC2	-1%	-12%	4%	1%	-6%	1.7%	3	-4	-1%
COc1ccc(C(=O)/C=C/c2cn(CC(O)CN3CCc4ccccc43)c3ccccc23)cc1OC (stereo not drawn)	-12%	-2%	-1%	0%	-2%	-0.1%	-3	1	-3%
CC(=O)c1ccc(S(=O)(=O)Nc2ccc(C(=O)N(C)CC(=O)Nc3cccc(C)c3C)cc2)cc1	-9%	-6%	-8%	0%	-4%	0.0%	-11	-2	-9%

Additional records
SMILES	USP1 inh	TrxR1 substrate	Vif-APOBEC3F blk	Vif-A3G inh	GRP78 ERSR act	RXFP1 agonist	PI4K2A block	LDHA inh	IDH1 R132H inh
Cc1cccc(CNC(=O)C2CCC(CNS(=O)(=O)c3ccc4c(c3)CCCC(=O)N4)CC2)c1 (stereo not drawn)	-25%	-6%[57.1 µM]	5%	3%	-1%	1.4%	2	-15	-9%
CNc1c2cccc(C)c2nc2c(C(=O)NCCN(C)C)cccc12	-17%	-4%	?	?	-3%	·	-6	6	6%
COc1cccc(NC(=O)/C(C#N)=C/c2c(C)n(Cc3ccc(Cl)cc3)c3ccccc23)c1	-18%	-7%	-1%	-18%	-3%	2.2%	5	-1	-7%
S=C(N/N=C/c1ccc2c(c1)OCO2)NC1CC2CCC1C2 (stereo not drawn)	-18%	3%[57.1 µM]	-25%	1%	4%	3.1%	-2	-2	5%
O=C(CCCC(=O)N(CC(=O)NC1CCCC1)Cc1ccc(F)cc1)Nc1ccccn1	-22%	5%	-25%	2%	-3%	2.9%	-11	-8	7%
CCOc1ccc(S(=O)(=O)n2ccnc2)c2ccccc12	-20%	5%	0%	-3%	-5%	1.7%	-1	3	12%
COc1ccc(C(=O)O)cc1S(=O)(=O)Nc1ccccc1Cc1ccccc1	-22%	11%[57.1 µM]	2%	0%	-3%	0.3%	1	-11	-3%
Cc1cc(C(F)(F)Cl)n2ncc(-c3ccccn3)c2n1	-16%	-8%	-8%	1%	0%	-3.4%	0	1	-5%
COc1cccc(CNC(=O)CN(C)S(=O)(=O)c2ccc3c(c2)c(=O)n(C)c(=O)n3C)c1	-18%&0%	2%[57.1 µM]	-1%&0%	5%&-6%	-4%&-2%	7.6%&5.6%	-3&-4	1&-1	10%&5%
CCCn1cnnc1CNC(=O)C1CCC(=O)N(CCc2ccc(OC)cc2)C1 (stereo not drawn)	-25%	2%	3%	1%	-8%	-2.1%	-1	-5	-11%
O=C(CNC(=O)c1[nH]cnc1C(=O)N[C@@H](Cc1ccccc1)C(=O)OCc1ccccc1)OCc1ccccc1	-23%	3%	1%	-1%	-13%	0.3%	-4	1	-3%
CCc1nnc(N2CCN(c3ncnc4c3oc3ccccc34)CC2)s1	0%	-1%	1%	2%	-4%	-1.6%	-3	-10	3%
Cc1ccc(N(C)S(=O)(=O)c2ccc3c(c2)CC(C)N3C(=O)C2CC2)cc1 (stereo not drawn)	-6%	-9%	2%	0%	1%	0.8%	-4	-18	-19%
Cn1c(=O)[nH]c(=O)c2c1nc(N1CCOCC1)n2CC(O)COc1ccc2ccccc2c1 (stereo not drawn)	-10%	5%[57.1 µM]	-2%	-13%	-1%	1.5%	4	-7	0%
O=C(NCCN1C(=O)CCC1=O)c1ccncc1	-13%	-10%[57.1 µM]	-6%	3%	-3%	-0.3%	3	-3	6%
O=C1NC(c2ccccc2)=C(c2ccc3ccccc3n2)C(c2ccncc2)N1 (stereo not drawn)	-22%	8%	-10%	-1%	-2%	1.2%	2	-6	2%
COCCNc1nc2sc3c(c2c(=O)n1Cc1ccco1)CCCCC3	-21%	4%	-5%	-7%	-2%	-0.6%	-2	-5	-1%
CCNc1nc(C#N)nc(N2CCOCC2)n1	·	3%[0.0914 µM]	·	-2%	0%	·	·	-2	·
Cc1cccc(C)c1-n1ncc(C(=O)Nc2ccc3c(c2)OCCO3)c1C1CCN(C(=O)OC(C)(C)C)CC1	?	-2%	2%	3%	-6%	-0.5%	2	2	-7%
COc1ccc(NC(=O)CCCN(C)S(=O)(=O)c2ccc(C)cc2)cc1	-5%	-9%	-10%	0%	-3%	0.7%	2	-2	4%
O=C1CN(C(=O)c2c(F)cccc2F)C(c2ccccc2)c2cc(Br)ccc2N1 (stereo not drawn)	-5%	-8%	0%	-10%	-4%	0.1%	-3	-2	-15%
C=CCN1C(=O)C(CC(=O)O)SC1=Nc1cccc([N+](=O)[O-])c1 (stereo not drawn)	-8%	9%[57.1 µM]	-9%	1%	-3%	1.5%	-2	-10	7%
Cc1ccc(NC(=O)c2cc(-c3ccc4c(c3)OCO4)on2)cc1C	-8%	23%	3%	-6%	2%	?	1	-7	-9%
CSc1cc(-c2ccc(Cl)cc2)n(Cc2ccccc2)c(=O)c1C#N	-5%	14%[57.1 µM]	2%	-4%	-2%	22µM*	5	-11	-3%
O=C(C1=C[C@H](c2ccccc2)C[C@H](OCCCCO)O1)N1CCN(Cc2ccccc2)CC1	-24%	11%	1%	-3%	-2%	-0.5%	0	0	0%
CC(C)CN(c1ccccc1)S(=O)(=O)c1nnc(NC(=O)C2CCCCC2)s1	10%	-2%	1%	5%	-4%	-1.0%	-8	-3	-9%
CCNc1ccc(S(=O)(=O)C(F)(F)F)cc1NC(=O)C12CCC(CC1)C2	-10%	-1%	-1%	-1%	-1%	0.9%	2	-1	-4%
C=CCn1c(SC(C)CC)nc(O)cc1=O (stereo not drawn)	-6%	20%	-2%	-9%	?	0.6%	-7	-3	11%
COC(=O)c1ccccc1Oc1cc(C(F)(F)F)nc(-c2ccccn2)n1	-2%	14%[57.1 µM]	-10%	0%	-9%	·	-6	-7	14%

Some of the compounds tested; the hit share may differ from the screen's.
